Bioassay records as filed in PubChem BioAssay.
M1 PAM parental = counter-screen for M1 PAMs: effect in parental CHO-K1 cells | AID 602247 | activation, % at 3 µM | ATP EC20, Fluo-8 calcium fluorescence; 0% at ATP EC20, 100% at ATP max | 360,000 compounds, 0.02% hits;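 active = activation above the run cutoff, the mean activation of all test compounds plus 3 SD, cut at about 40% in these data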;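 also: peak over basal fluorescence ratio in a 140 s read after ATP addition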
TAAR1 agonist = human TAAR1 agonism. 360,000 compounds, 0.99% hits. Q96RJ0. CHO RD-HGA16 TAAR1, Fluo-8 calcium fluorescence; vehicle wells 0%, saturating PEA agonist 100%. activation, % at 3 µM. AID 624467;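 active = activation above the mean activation of all test compounds in the run plus 3 SD, cut at about 38% in these data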
Target sequence (Q96RJ0 whole entry, looked up): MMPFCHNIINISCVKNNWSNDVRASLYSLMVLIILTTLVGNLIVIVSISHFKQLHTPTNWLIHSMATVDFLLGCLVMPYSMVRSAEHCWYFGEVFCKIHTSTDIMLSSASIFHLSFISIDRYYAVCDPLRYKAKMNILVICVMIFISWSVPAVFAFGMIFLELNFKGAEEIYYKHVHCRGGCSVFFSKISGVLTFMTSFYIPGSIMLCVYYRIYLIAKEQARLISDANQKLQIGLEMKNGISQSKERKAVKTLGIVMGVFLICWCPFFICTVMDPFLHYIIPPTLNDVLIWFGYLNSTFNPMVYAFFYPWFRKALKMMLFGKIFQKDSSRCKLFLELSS
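Repeats: no replicates (n 1) | Material: CHO-derived RD-HGA16 cells with stable Gα16 and human TAAR1 | Technique: Kinetic Fluo-8 calcium fluorescence | Schedule: 17-24 h seeding, 75 min 37 °C dye, 30 min RT | Evaluation: % activation from peak over basal fluorescence ratio, DMSO-to-PEA scaled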
CHRM1 PAM = positive allosteric modulators of human M1 muscarinic receptor | P11229 | CHO-K1 hM1, Fluo-8 calcium fluorescence, ACh EC20; 0% = ACh EC20, 100% = maximal ACh | activation, % at 3 µM | 360,000 compounds, 0.088% hits | AID 588819; in the data active = activation above about 19%, passing the limit was not always enough
Target sequence (P11229 whole entry, looked up): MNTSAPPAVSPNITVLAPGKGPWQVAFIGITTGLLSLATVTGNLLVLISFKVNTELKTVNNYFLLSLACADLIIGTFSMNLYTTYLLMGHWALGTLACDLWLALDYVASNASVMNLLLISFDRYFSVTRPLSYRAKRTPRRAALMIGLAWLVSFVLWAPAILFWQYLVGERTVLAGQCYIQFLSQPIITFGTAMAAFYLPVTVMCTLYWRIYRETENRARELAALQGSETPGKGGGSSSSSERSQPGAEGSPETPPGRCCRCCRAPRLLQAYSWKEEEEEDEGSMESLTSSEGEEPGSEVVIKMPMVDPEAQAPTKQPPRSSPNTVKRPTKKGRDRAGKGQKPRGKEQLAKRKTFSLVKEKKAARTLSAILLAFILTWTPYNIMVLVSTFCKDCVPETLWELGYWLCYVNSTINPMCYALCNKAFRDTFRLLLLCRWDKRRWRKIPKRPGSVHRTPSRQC
CHO-K1 Ca antag = nonselective inhibitor or artifact in parental CHO-K1 cells. ATP-induced calcium, Fluo-8 fluorescence. inhibition, % at 3 µM. 360,000 compounds, 0.6% hits;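 active = inhibition above a per-plate cutoff, the plate's mean sample inhibition plus 3 SD, cut at about 24% in these data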;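 also: 0% = DMSO plus EC80 ATP and 100% = DMSO alone without ATP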
TAAR1 antagonist = human TAAR1 antagonism | AID 624466 | CHO RD-HGA16 TAAR1, Fluo-8 calcium fluorescence, antagonist | inhibition, % at 3 µM | 360,000 compounds, 1.5% hits;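 active = inhibition above a per-plate cutoff, the mean inhibition of test compounds on that plate plus 3 SD, cut at about 49% in these data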;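 also: 0% = DMSO plus EC80 beta-PEA response and 100% = DMSO alone without agonist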
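Test system – hTAAR1-expressing CHO RD-HGA16 cells, Gα16-coupled · Reagent – β-PEA at EC80 concentration, post-compound challenge · Compound dosing – 3 µM, single point · Timing – 140 s kinetic read after compound, 140 s after agonist · Detection – Fluo-8 intracellular calcium dye fluorescence, real-time kinetic reads · Control set – DMSO and EC80 PEA controls · Repeats – n of 1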
M1 antag = blocks human M1 muscarinic receptor. CHO-K1 hM1, Fluo-8 calcium fluorescence, ACh EC80 antagonist. 360,000 compounds, 1.3% hits. inhibition, % at 3 µM. P11229;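 active = percent inhibition above its own plate's cutoff, namely the mean of that plate's compound wells plus 3 SD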;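 also: peak over basal fluorescence ratio during 140 s after agonist addition; 0% = ACh EC80 plus DMSO and 100% = DMSO alone without agonist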
M1 ag parental = nonselective activator or artifact in parental CHO-K1 cells; activation, % at 3 µM; Fluo-8 calcium fluorescence; scaled to maximal ATP response, vehicle zero; 360,000 compounds, 0.48% hits; in the data active = activation above about 15%;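 also: untransfected CHO-K1 host cells lacking M1 receptor as counterscreen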
CHRM1 agonist = agonists of human M1 muscarinic receptor; AID 588814; 360,000 compounds, 0.33% hits; CHO-K1 hM1, Fluo-8 calcium fluorescence, agonist mode; 0% DMSO, 100% acetylcholine EC100; activation, % at 3 µM; P11229;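 active = activation above the run's mean compound activation plus 3 SD, cut at about 16% in these data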;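 also: peak over basal fluorescence ratio within a 140 s kinetic read after compound addition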
CHO parental Ca = signal in parental CHO cells, OX1R antagonist counter-screen; AID 463079; 330,000 compounds, 0.63% hits; parental CHO-K1, ATP-induced calcium, Fluo-8 fluorescence; inhibition, % at 5.6 µM;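 active = inhibition above that plate's mean sample inhibition plus 3 SD, cut at about 26% in these data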;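 also: 0% = ATP-challenged DMSO wells and 100% = DMSO wells without ATP; some compounds past the cut are filed as inactive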
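Measured by: calcium-sensitive Fluo-8 fluorescence / Test system: CHO parental line / Controls: ATP-challenged DMSO wells low, unchallenged DMSO wells high / Measure: % inhibition / Compound: single nominal dose of 5.6 µM per compound / Replicates: single well per compound, no replicates / Reagent: ATP as calcium-mobilizing challenge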
Active calls of the source: *; . = no result given.

SMILES | M1 PAM parental | TAAR1 agonist | CHRM1 PAM | CHO-K1 Ca antag | TAAR1 antagonist | M1 antag | M1 ag parental | CHRM1 agonist | CHO parental Ca
Cc1cccc(C(=O)N[C@H](C(=O)Nc2cc(S(=O)(=O)N3CCCCC3)ccc2C)C(C)C)c1 | 21 | -1 | -26 | -7 | -12 | 20 | -0.7 | -14 | -6
Cc1cccc(NC(=O)COC(=O)CN2CCCCCC2=O)c1C | -19 | 0 | 14 | 0 | 2 | -11 | 0.0 | 4 | -15
CC1(Cc2ccc3c(c2)OCO3)C(=O)Nc2c(Cl)ccc(Cl)c21 (stereo not given) | 12 | -1 | -1 | -2 | 12 | 4 | -0.1 | -5 | .
Cc1ccsc1C=Nc1c(C)n(C)n(-c2ccccc2)c1=O | 4 | 17 | 6 | -5 | 15 | -8 | 0.0 | -5 | 1
Cc1cc(C(F)(F)F)nc2c(Cl)c(C(C)(C)C)nn12 | 20 | 3 | 7 | -7 | -3 | -14 | 0.3 | -3 | -3
COc1ccccc1NC(=O)c1ccccc1-c1ccccc1C(=O)O | 13 | 5 | 8 | -15 | -7 | -12 | 1.3 | 0 | 1
Cc1ccccc1OCC(=O)Nc1ccc2c(c1)C(=O)c1ccccc1C2=O | 9 | 0 | 7 | 2 | -13 | 4 | -0.7 | -3 | -7
O=C(O/N=C1\CCCCC1c1ccc([N+](=O)[O-])cc1[N+](=O)[O-])c1c(F)cccc1F (stereo not given) | 3 | 11 | -2 | -4 | 1 | 4 | 0.1 | -6 | -15
CCc1cccc(NC(=S)N(CCOC)C2CCN(C(C)=O)CC2)c1 | 4 | -1 | 4 | -8 | 4 | -2 | 0.2 | -5 | 15
CSC(=NCc1ccco1)NC#N | 15 | 1 | 11 | -9 | 2 | -12 | 0.4 | -1 | -5
Cc1ccc(CSc2nc3c(c(=O)[nH]c(=O)n3C)n2CCC(C)C)cc1 | 16 | 5 | 11 | 3 | -1 | -11 | 0.2 | -2 | -36
CCOc1ccc(N2C(=O)C3C(c4ccc(O)cc4)NC(CCSC)(C(=O)OC)C3C2=O)cc1 (stereo not given) | 5 | 10 | 1 | 9 | 28 | 6 | 2.5 | 13 | -1
CNC(=O)COC(=O)Cc1ccc(Cl)cc1 | -12 | 1 | -3 | 7 | -9 | 5 | -0.5 | -3 | -7
Cc1cc(S(=O)(=O)N2CCCC2)ccc1OCC(=O)N1CCOCC1 | 8 | 10 | 3 | -43 | 5 | -5 | 0.6 | -1 | -2
COc1cc(N)c(Cl)cc1C(=O)OCC(=O)c1ccc2c(c1)NC(=O)CO2 | 3 | 11 | -1 | -2 | 39 | 4 | 7.1 | 3 | -10
CCN=C1S/C(=C\c2sccc2C)C(=O)N1CC | -2 | 6 | 4 | -8 | 2 | -6 | 0.1 | -10 | -13
Cc1ccc(CN2CCN(Cc3nc4c(s3)CCCC4)CC2CCO)cc1 (stereo not given) | 7 | 10 | 4 | -7 | 3 | -4 | 3.2 | -15 | -17
Cc1cccc2sc(NS(=O)(=O)c3ccccc3)nc12 | 2 | -2 | 2 | -1 | -13 | -11 | 0.7 | -2 | -8
CS(=O)(=O)NCc1csc(-c2ccccc2)n1 | 17 | 6 | 8 | 1 | -10 | -16 | 0.1 | 0 | -8
COc1ccc(-n2c(SCC(=O)Nc3cc(C)on3)nc3ccc(O)cc3c2=O)cc1OC | 14 | 3 | -3 | -8 | 4 | 10 | 0.5 | 1 | -13
COc1cc(OC)c(C(=O)Nc2cc(S(=O)(=O)N3CCOCC3)ccc2N2CCN(C)CC2)cc1OC | 7 | 1 | 10 | -16 | -12 | -14 | -0.3 | -3 | .
CCOC(=O)C1CCCN(C(=O)Cn2cnc3sc(C)c(S(=O)(=O)N4CCOCC4)c3c2=O)C1 (stereo not given) | 15 | 2 | 4 | 1 | -8 | 1 | -0.1 | 1 | 13
Cc1cccc(C)c1NC(=O)CNC(=O)C1CCCC1 | -12 | -4 | 4 | -1 | 100* | -5 | -0.1 | -3 | -7
COc1ccc2c(c1)CC/C(=C/c1cc(OC)c(OC)c(OC)c1)C2=O | -6 | 1 | 3 | -5 | -3 | -6 | 2.9 | 0 | -35
O=C(CCN1C(=O)/C(=C/c2ccc(F)cc2)SC1=S)Nc1cccnc1 | 12 | 3 | 8 | -7 | -29 | -2 | 4.0 | -3 | -7
COCCOC(=O)c1c(N)n(CCCN2CCOCC2)c2nc3ccccc3nc12 | -10 | 0 | 8 | 4 | -47 | -9 | -0.3 | -5 | -18
COc1ccc(CNC(=O)c2c(C)nc3ccccn23)cc1 | 10 | 8 | -8 | -11 | -5 | 13 | 2.0 | 0 | -23
COc1ccc(CN(C)C(=O)C23CC4CC(CC(C4)C2)C3)c(OC)c1 | 13 | 7 | 7 | -14 | 4 | -6 | -0.3 | -2 | -12
COc1ccc(Br)c(Cn2c(C)c(C(=O)NCCC#N)sc2=O)c1 | 20 | 0 | 11 | -7 | 8 | -16 | 1.0 | -9 | .
CCCCn1cnc2c(c(-c3ccccc3)c(-c3ccccc3)n2Cc2ccco2)c1=N | 13 | 35 | 1 | 2 | -13 | 13 | 0.9 | -1 | -16
C[C@@H]1CN([C@H](C)CO)S(=O)(=O)c2ccc(-c3ccc(C#N)cc3)cc2O[C@H]1CN(C)C(=O)Nc1cc(F)ccc1F | 7 | 5 | 16 | -3 | -4 | -13 | 1.6 | 0 | .
CCOC(=O)c1c(C)[nH]c(C)c1C(=O)COC(=O)Cc1n[nH]c(=O)c2ccccc12 | -12 | 4 | 6 | -14 | -12 | -9 | 0.0 | -6 | -8
Cc1nc2sc(C(c3cccs3)N3CCN(C(=O)c4ccco4)CC3)c(O)n2n1 (stereo not given) | 23 | 2 | 2 | -9 | -21 | -12 | 2.5 | -1 | -8
COc1ccc(OC)c(C2C(C(=O)Nc3ccccc3OC)=C(C)Nc3nc(CCCO)nn32)c1 (stereo not given) | 10 | 2 | -1 | -1 | -1 | -5 | 0.1 | -2 | 0
CCCCN(C=O)c1c(CC)nc2c(OCC(=O)N3CCOCC3)cccn12 | 11 | 2 | -1 | -15 | -21 | -7 | 0.4 | -6 | .
COc1ccc(-c2nc3ccccc3c(=O)n2CCCN2CCOCC2)cc1 | 12 | 1 | 2 | -20 | 7 | -20 | 0.6 | 1 | -17
Cn1c(=O)n(C)c2cc(NC(=O)CSc3ccccc3)ccc21 | -19 | 5 | 8 | 22 | -4 | 10 | 0.7 | 8 | -9
O=C(O)C1CCC(=O)N(C2CCCCC2)C1c1ccccc1 (stereo not given) | 10 | 4 | 5 | -2 | -8 | -8 | 0.5 | -4 | -17
O=C(O)c1ccc2c(=O)n3c(nc2c1)/C(=C/c1ccc(F)cc1)CC3 | 11 | 2 | 7 | -8 | -21 | -9 | 0.1 | -4 | 0
Cc1cc2nc(-c3ccc(F)cc3)c(Cc3ccsc3)n2c(C)c1Br | -6 | 1 | . | 10 | -4 | . | -0.3 | . | .
CC(=O)Nc1ccc(C2=NN(c3ccccc3)C(c3ccccc3)C2)cc1 (stereo not given) | -9 | -1 | -12 | 2 | -15 | 16 | 0.1 | -7 | -24
O=C(CCN1C(=O)/C(=C\c2ccccc2)SC1=S)NNC(=O)c1cccnc1 | -11 | 17 | -3 | 15 | 54* | 7 | 7.0 | -2 | -5
Cc1c(C(=O)NCCN(C)C)oc2ccc(S(=O)(=O)N3CCC4(CC3)OCCO4)cc12 | 0 | 0 | 0 | -2 | 7 | -6 | 0.1 | -10 | 0
O=S1(=O)CCC(NC2CCCC2)C1 (stereo not given) | 21 | -2 | 4 | -11 | -3 | -13 | 0.4 | -1 | -3
CC(C)(C)c1ccc(C(=O)NNC(=O)Cc2ccccc2)cc1 | -4 | 0 | -1 | -13 | 8 | 2 | 0.0 | -8 | -4
Cc1ccc(NS(=O)(=O)c2cccc(C(=O)NCC(c3cccs3)N(C)C)c2)cc1 (stereo not given) | 13 | 22 | -18 | -11 | -7 | 36 | 8.5 | -1 | -15
CC(=O)Nc1cccc(S(N)(=O)=O)c1C | 7 | 5 | 12 | -8 | -17 | -15 | 0.8 | 0 | -2
C=CCn1c(SCC(=O)NC2CCS(=O)(=O)C2)nnc1-c1cc2c(s1)CCC(CC)C2 (stereo not given) | 20 | -3 | 1 | -16 | -10 | -6 | 0.9 | -5 | -22

Some of these compounds in order of number of heavy atoms, low to high.
SMILES | M1 PAM parental | TAAR1 agonist | CHRM1 PAM | CHO-K1 Ca antag | TAAR1 antagonist | M1 antag | M1 ag parental | CHRM1 agonist | CHO parental Ca
O=S1(=O)CCC(NC2CCCC2)C1 (stereo not given) | 21 | -2 | 4 | -11 | -3 | -13 | 0.4 | -1 | -3
CCN=C1S/C(=C\c2sccc2C)C(=O)N1CC | -2 | 6 | 4 | -8 | 2 | -6 | 0.1 | -10 | -13
Cc1cccc(NC(=O)COC(=O)CN2CCCCCC2=O)c1C | -19 | 0 | 14 | 0 | 2 | -11 | 0.0 | 4 | -15

Next section:
SMILES | M1 PAM parental | TAAR1 agonist | CHRM1 PAM | CHO-K1 Ca antag | TAAR1 antagonist | M1 antag | M1 ag parental | CHRM1 agonist | CHO parental Ca
CCOc1ccc(CNC(=O)C2CCN(c3nnc(C)c4c(C)n(-c5ccc(C)cc5)nc34)CC2)cc1 | 5 | 0 | -13 | -5 | -22 | 16 | -1.3 | -6 | -32
CSc1n[nH]c(-c2sccc2OCc2ccc(C)cc2)n1 | 20 | 12 | 7 | -12 | -12 | -3 | 1.1 | -4 | -14
Cc1cccc(/N=C/c2c(O)[nH]c3ccccc23)n1 | 2 | 1 | 7 | -7 | 5 | -8 | 0.5 | -4 | -13
N#CC1=C(N)Oc2n[nH]c(-c3ccccc3)c2C1c1cccnc1 (stereo not given) | 7 | 2 | 5 | 1 | -4 | -8 | 0.5 | -3 | 5
CC(C)c1ccc(NC(=O)Nc2nc(C(N)C3CCCCC3)cs2)cc1 (stereo not given) | 17 | 55* | 5 | 5 | 6 | -5 | 3.5 | 6 | .
CN1C(=O)NC(c2ccc(O)cc2)C2=C1CN(c1ccc(O)cc1)C2=O (stereo not given) | 1 | 0 | 2 | 0 | -14 | -2 | 0.2 | -4 | -7
CCOC(=O)C1=CCC(c2cccs2)N(S(=O)(=O)c2ccc(C)cc2)C1 (stereo not given) | 10 | 1 | -9 | 2 | 12 | 10 | 0.9 | -5 | .
Cc1nn(C)c(Oc2ccc(Cl)cc2)c1C=O | -5 | 8 | -3 | 14 | 9 | 10 | 0.9 | -1 | -7
CC(C)(C)c1ccc(C(=O)N2CCC2(C)C(=O)NCC(F)(F)F)cc1 (stereo not given) | 11 | 2 | 3 | -13 | -35 | -11 | -0.1 | -2 | .

An unsorted share of the library (roughly 4.4% active in at least one column).
